Assay outcomes (PubChem)
ARNT-TACC3 inh: disruptors of ARNT/TACC3 protein interaction, primary screen, biochemical, AlphaScreen, single concentration; Transforming acidic coiled-coil-containing protein 3 (Homo sapiens), Q9Y6A5; AlphaScreen His-ARNT PAS-B/GST-TACC3 binding, luminescence; TACC3 fragment carries E629A point mutation; inhibition, % at 9.99 µM; 0.66% of 390,000 active; AID 623870, 2012;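 active means mean inhibition of replicates at least 50% and at least half of replicates each reaching 50%; inconclusive means half or more replicates reach 50% but mean below 50%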;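 further: 0% = complete ARNT plus TACC3 wells and 100% = ARNT alone without TACC3; many hits fall short of the cut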
CASP6 VEID inh: human caspase-6 inhibitors, primary screen, biochemical, VEID-R110 fluorescence, single point, set 2. P55212. purified caspase-6, Z-VEID-R110 cleavage fluorescence. inhibition, % at 12.5 µM. 0.53% of 350,000 active;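 active means mean inhibition across replicates at least about 35%, with every replicate also reaching that limit, limit read from the data; inconclusive means only one of the two criteria met; inactive means neither criterion met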;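 further: 0% = median of neutral control wells and 100% = no fluorescence left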
ERp5 inh: inhibitors of ERp5-driven insulin aggregation, primary screen, biochemical, turbidity, absorbance 650 nm, single point. Protein disulfide-isomerase A6 (Homo sapiens), Q15084. 0.05% of 350,000 active. AID 651711, 2012. inhibition, % at 9.99 µM. 90 min;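 active means mean replicate inhibition above about 25%, with every replicate also reaching it, limit read from the data, passing the limit was not always enough; inconclusive means only one of those two criteria met; inactive means neither criterion met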
Target sequence (Q15084 whole entry, looked up): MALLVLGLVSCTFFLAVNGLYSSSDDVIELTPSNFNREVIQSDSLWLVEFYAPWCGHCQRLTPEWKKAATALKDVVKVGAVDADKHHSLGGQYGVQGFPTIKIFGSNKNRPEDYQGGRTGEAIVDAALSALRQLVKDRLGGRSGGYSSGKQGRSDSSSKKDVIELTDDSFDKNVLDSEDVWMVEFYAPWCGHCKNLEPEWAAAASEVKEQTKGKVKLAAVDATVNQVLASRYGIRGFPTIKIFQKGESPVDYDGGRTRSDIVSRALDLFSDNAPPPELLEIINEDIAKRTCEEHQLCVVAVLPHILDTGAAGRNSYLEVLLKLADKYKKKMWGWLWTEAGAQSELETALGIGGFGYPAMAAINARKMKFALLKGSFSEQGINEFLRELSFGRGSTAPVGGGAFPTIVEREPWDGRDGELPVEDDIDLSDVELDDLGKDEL
esBAF inh: Bmi1 luciferase reporter increase in mESCs, primary screen, esBAF inhibitor project, mouse ES cells, Bmi1 luciferase knock-in, single point | 24 h; 100% = twice the neutral-well signal | AID 602393, 2012 | 2% of 350,000 active | reporter increase, % at 12.5 µM; in the data active means activation above about 40%; inconclusive means no clear call, values can overlap the other calls;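 further: 0% = median of the plate's neutral control wells and 100% = double that signal; a rise in the Bmi1 reporter signal indicates esBAF inhibition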
RAD54 inh: inhibitors of human RAD54 branch migration, primary screen, biochemical, fluorescence, single point; DNA repair and recombination protein RAD54-like (Homo sapiens), Q92698; RAD54 Holliday junction branch migration, FAM/BHQ fluorescence; inhibition, % at 10.4 µM; 0.14% of 360,000 active; AID 602329, 2012;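 active means mean normalized replicate activity at least 40 and at least half of replicates scoring 40 or more; inconclusive means only one of the two criteria met; inactive means mean below 40 and under half of replicates reaching 40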;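 further: 0% = median of neutral control wells and 100% = median of positive control wells; inhibitors cause a drop in the FAM fluorescence signal; in these data hits start at about 50%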
PglD inh: C. jejuni PglD acetyltransferase inhibitors, primary screen, biochemical, DTNB colorimetric, single point; purified PglD enzyme, DTNB colorimetric CoA detection; inhibition, % at 12.5 µM; 0.098% of 360,000 active; in the data active means inhibition above about 16%, passing the limit was not always enough; inconclusive means no clear call, values can overlap the other calls; further: strong numbers were not always called active
E-sel inducer: E-selectin induction in HUVECs, primary screen, imaging, HUVEC, immunofluorescence imaging, single point; P16581; normalized: neutral wells 0, TNF-alpha wells 100; activation, % at 7.58 µM; 0.37% of 260,000 active;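 active means mean E-selectin-positive cell signal at least 10% of the positive control, reached in at least 60% of replicates, without over 20% cell loss; inconclusive means no rule given, readout overlaps actives, possibly toxicity-flagged; inactive means the rest, including those meeting only one limit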;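 further: in these data hits start at about 27%; measured in HUVEC primary endothelial cells; signal is the percent of cells scored E-selectin positive by PE staining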
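Read-out: % PE-positive cells | Test system: HUVEC | Doses: One compound dose added by pin transfer | Buffer or medium: EGM-2 over gelatin coat | Signal: Immunofluorescence imaging | Benchmarks: TNF-alpha, DMSO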
RAD52 inh: RAD52 DNA annealing inhibitors, primary screen, biochemical, FRET, single point, set 2. DNA repair protein RAD52 homolog (Homo sapiens), P43351. recombinant RAD52 DNA annealing, FRET fluorescence. inhibition, % at 18.7 µM. 0.46% of 360,000 active;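 active means every replicate showing at least 50% inhibition; inconclusive means mean inhibition at least 50% but not in every replicate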
Target sequence (P43351 whole entry, looked up): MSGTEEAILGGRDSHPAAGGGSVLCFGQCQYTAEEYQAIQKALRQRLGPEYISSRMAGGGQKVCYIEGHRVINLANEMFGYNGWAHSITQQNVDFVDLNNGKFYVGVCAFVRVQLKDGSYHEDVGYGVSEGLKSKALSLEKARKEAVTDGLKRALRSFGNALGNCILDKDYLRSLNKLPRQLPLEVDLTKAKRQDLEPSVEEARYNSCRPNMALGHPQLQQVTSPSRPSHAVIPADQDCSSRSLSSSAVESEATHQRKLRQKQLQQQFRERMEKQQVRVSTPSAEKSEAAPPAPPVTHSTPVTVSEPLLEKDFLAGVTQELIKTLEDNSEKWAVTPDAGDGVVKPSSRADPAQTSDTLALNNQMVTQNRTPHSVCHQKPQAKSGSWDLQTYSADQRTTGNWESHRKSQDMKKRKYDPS
* marks the source's active call; other numbers are inactive results; ? = inconclusive; · = no result given. Some of the compounds tested, so the mix of outcomes need not match the whole.

SMILES	ARNT-TACC3 inh	CASP6 VEID inh	ERp5 inh	esBAF inh	RAD54 inh	PglD inh	E-sel inducer	RAD52 inh
O=C1NC(=O)C(=Cc2cccc(OCCOc3ccccc3)c2)C(=O)N1	0	5	3	31	-1	1	·	-12
O=C(Cc1ccccc1)N1CCCCN2[C@@H](CO)[C@H](c3ccc(C#Cc4ccccc4)cc3)[C@@H]2C1	-22	1	1	·	-1	6	0.3	-20
CCN1CCN(S(=O)(=O)c2ccc(Cl)c(C(=O)Nc3ccc(C(=O)N(CC)CC)cc3)c2)CC1	-5	-4	0	·	-2	0	·	-5
CC(C)(O)/C=C/C(=O)[C@](C)(O)C1[C@H](O)C[C@@]2(C)C3CC=C4C(C[C@H](O)[C@@H](O)C4(C)C)[C@]3(C)C(=O)C[C@]12C (some centres not stated)	3	·	·	-10	-6	-2	·	·
Cc1cc(C=C(C#N)C#N)ccc1N1CCCC1	·	0	-3	-4	-21	-8	0.5	-129
CCN(CC)c1ccc(C=C2C(=O)NC(=S)NC2=O)cc1	0	6	0	-88	-16	0	·	-26
CC1Oc2cc3c(-c4c(O)cc(O)c5c(O)c6c(cc45)OC(C)C(C)C6=O)c(O)cc(O)c3c(O)c2C(=O)C1C (configuration not stated)	80*	·	·	-59	9	-8	·	·
OC1(c2ccc(F)cc2)CC2CCC(C1)N2Cc1nnnn1C1CCCCC1 (configuration not stated)	-31	1	-7	-12	·	·	·	-2
COC(=O)C1=C(c2ccc(S(C)(=O)=O)cc2)C[C@@H]2CC[C@H]1N2C(=O)NC1CC1	·	-1	1	1	0	5	-0.2	-18
O=[N+]([O-])c1ccc(N2CCCC2)c2ccncc12	-3	3	4	·	·	·	2.8	-16
CCN(CC)CCCN=C(C)c1c(O)n(C2CCCCC2)c(=O)[nH]c1=O	9	·	·	-14	-1	9	·	·
COC(=O)C1=C(c2ccccc2OCc2ccccc2)C[C@@H]2CC[C@H]1N2C(=O)NCc1ccc(N(C)C)cc1	4	-2	7	6	1	-1	0.3	-19
Cc1cccc(CN2CCN(C(=O)Cc3ccccc3)CC2)c1	·	1	-4	7	8	0	-0.2	-18
COc1ccc(-n2c(/C=C/c3ccc(O)c(OC)c3)nc3ccccc3c2=O)cc1	-6	4	-5	-6	-2	10	-0.2	-17
CCCCn1nnnc1C(c1cccc2ccccc12)N1CCC2(CC1)C(=O)NCN2c1ccccc1 (configuration not stated)	·	-2	-1	2	-3	-3	-0.7	-12
O=C(Nc1ccc(C(F)(F)F)cc1)c1cccn(Cc2ccc3c(c2)OC(F)(F)O3)c1=O	-7	·	·	3	1	-2	·	·
O=c1[nH]c(=O)n(Cc2ccco2)c(O)c1/C=N/N1CCCCCC1	-8	-2	-3	-1	5	-2	·	-11
CC(NC1CCCCC1)C(O)C12CC3CC(CC(C3)C1)C2 (configuration not stated)	-8	·	·	-12	0	1	·	·
O=C(Nc1cccc2ccccc12)N1CCC2(CC1)OCCO2	2	20	-1	·	·	·	·	-4
CCCNc1oc(-c2cccc3ccccc23)nc1C#N	7	·	·	24	-8	8	·	·
CCCN(CC1CC1)CC(O)c1ccccc1 (configuration not stated)	6	-3	-1	-9	2	-3	-0.1	-11
O=C(Cc1ccccc1)N1CCN(C2CCCCCC2)CC1	-16	-5	20	·	·	·	·	-7
O=C(O)Cn1cc(C(=O)c2ccccc2)c2ccccc21	-15	·	·	2	-3	3	·	·
COC(=O)[C@H]1[C@H](CO)[C@H]2Cn3c(ccc(-c4cccnc4)c3=O)[C@@H]1N2S(=O)(=O)c1ccccc1F	-11	0	1	-1	-2	1	0.1	12

Structural class, the entries above containing fluorine.
SMILES	ARNT-TACC3 inh	CASP6 VEID inh	ERp5 inh	esBAF inh	RAD54 inh	PglD inh	E-sel inducer	RAD52 inh
OC1(c2ccc(F)cc2)CC2CCC(C1)N2Cc1nnnn1C1CCCCC1 (configuration not stated)	-31	1	-7	-12	·	·	·	-2
O=C(Nc1ccc(C(F)(F)F)cc1)c1cccn(Cc2ccc3c(c2)OC(F)(F)O3)c1=O	-7	·	·	3	1	-2	·	·
COC(=O)[C@H]1[C@H](CO)[C@H]2Cn3c(ccc(-c4cccnc4)c3=O)[C@@H]1N2S(=O)(=O)c1ccccc1F	-11	0	1	-1	-2	1	0.1	12

Additional entries follow.
SMILES	ARNT-TACC3 inh	CASP6 VEID inh	ERp5 inh	esBAF inh	RAD54 inh	PglD inh	E-sel inducer	RAD52 inh
O=P(Nc1ccccc1)(Nc1ccccc1)Oc1cccc(Cl)c1	5	1	4	-7	4	7	·	-12
CC12C=CC(=O)C=C1CC(O)C1C2CCC2(C)C1CCC2(C)O (configuration not stated)	-3	0	-4	-4	-5	-2	-2.0	-9
CCOC(=O)C1(CCc2ccccc2)CCN(Cc2cccc3cnccc23)CC1	-1	3	-3	4	-6	-5	-0.2	-20
Cc1ccccc1-n1c(C)nc2ccsc2c1=O	0	4	1	-1	-5	-10	0.0	-13
Cc1ccc2c(c1)C1CN(C)CCC1N2C(=O)Nc1cccc(C(F)(F)F)c1 (configuration not stated)	7	·	·	7	7	-1	·	·
Cc1cc(C)cc(NC(=O)CCNC(=O)N2C[C@H]3C[C@@H](C2)c2cccc(=O)n2C3)c1	-4	-3	2	-3	-6	0	·	-8
C=C(CO)CC1CC(O)[C@]2(C)OC3CC4OC5C[C@]6(C)O[C@]7(C)CCC8OC9C[C@]%10(C)OC%11C(C)=CC(=O)OC%11CC%10OC9C[C@@H](C)C8OC7CC6O[C@]5(C)C/C=C\C4OC3CC2O1 (some centres not stated)	9	-2	7	-8	-8	-1	0.9	-13
CC(=O)c1ccc(-c2ccccc2)cc1	-5	-1	2	34*	-22	0	-0.1	-7
O=C(CCl)Nc1nccs1	-2	3	-4	1	·	·	-0.4	-10
O=C(c1cc2c(s1)CCCCCC2)N1CCC2(CC1)OCCO2	-10	·	·	38	-4	-3	·	·
CCOC(=O)c1sc(/N=C/c2c(O)n(-c3ccccc3)c(=O)[nH]c2=O)c(C#N)c1C	-1	·	·	0	-25	4	·	·
O=C1CNC[C@@H]2[C@@H](c3ccc(Br)cc3)[C@H](CO)N12	·	0	-6	·	·	·	0.3	16
Cc1ccc(N2C(=O)NC(=O)C3(Cc4ccccc4N4CCN(c5ccccc5)CC43)C2=O)cc1 (configuration not stated)	1	·	·	?	-17	1	·	·
Clc1cccc(CNCCc2c[nH]c3ccccc23)c1	52*	-1	1	2	2	2	0.4	5
Clc1ccc(N2CCNCC2)nn1	-5	-3	4	·	·	·	·	-15
O=c1[nH]c(=O)n(-c2ccccc2F)c(O)c1C=NCCC1=CCCCC1	-19	1	?	0	-10	1	·	-48
CCC1([N+](=O)[O-])COP(=O)(NCc2cccnc2)OC1 (configuration not stated)	-3	-2	2	·	·	·	-0.1	-11
COc1cc2c(cc1O)CC1c3c(cc(O)c(OC)c3-2)CCN1C (configuration not stated)	19	1	1	4	11	0	·	40
Cc1cc(=O)oc2c(C)c(OCC(=O)N3CCN(Cc4ccccc4)CC3)ccc12	-7	0	-1	-3	8	2	·	-11
CN1CCN(/N=C/c2c(O)n(CCC3=CCCCC3)c(=S)[nH]c2=O)CC1	3	-3	-2	-10	·	·	3.8	-32
CC(C)[C@H]1C(=O)N2CCC[C@H]2[C@]2(O)O[C@](NC(=O)[C@@H]3C=C4c5cccc6[nH]cc(c56)C[C@H]4N(C)C3)(C(C)C)C(=O)N12	14	·	·	-1	-17	3	·	·
COc1cc(OC)c(OC)cc1CN1CCN(C(=O)COc2ccc3ccccc3c2)CC1	11	-3	-3	-2	2	0	-0.2	-1
[Cl][Pt+2][Cl].[NH-]C1CCCCC1[NH-] (configuration not stated)	3	-4	24	-1	-7	3	-0.2	14
Cn1cc(C(=O)Cc2ccccc2)c2ccccc21	-7	-3	3	0	-3	1	-0.8	1
COCC#Cc1ccc([C@H]2[C@H](CO)N3CCCCN(C(=O)Cc4ccccn4)C[C@@H]23)cc1	14	2	-7	·	-4	0	0.4	-5
CCN(CC)CCCN=Cc1c(O)n(CCc2ccc(F)cc2)c(=O)[nH]c1=O	0	·	·	-4	2	5	·	·
CN1CCN(CC#CCOc2ccc(Cl)cc2)CC1	-4	-5	4	10	12	12	·	3
COc1ccc(/C=C/C(=O)NC(=S)N2C[C@H]3C[C@H](C2)c2cccc(=O)n2C3)cc1OC	6	1	3	-4	-6	1	·	-4
C=CCn1c(O)c(C(C)=Nc2ccc(C(=O)OCC)cc2)c(=O)[nH]c1=O	-8	·	·	7	-9	-7	·	·
Cc1cc(C)n2nc(C)[n+](C)c2n1	-4	·	·	-1	-10	-2	·	·
CN1CCC(N(C)Cc2cccnc2)CC1	-10	·	·	-1	-4	-1	·	·
CCCC1(CCO)C(=O)NC(=S)NC1=O	-24	0	3	-6	1	0	-0.4	-3
CN(C)CC1CSCCC1(O)c1ccccc1Cl (configuration not stated)	-7	·	·	-6	-6	4	·	·
Cn1c(O)c(/C=N/N2CCOCC2)c(=O)n(-c2ccccc2)c1=S	1	3	-3	2	-15	0	-0.2	-51
Clc1cccc(NC2=NCCS2)c1	·	2	6	·	·	·	0.8	-13
Fc1cccc(-c2ccc3c(c2)CNCc2cnnn2-3)c1	·	-6	-5	43*	0	0	0.7	-35
Cc1cccc(S(=O)(=O)N2[C@@H]3c4ccc(-c5ccccc5)c(=O)n4C[C@H]2[C@H](CO)[C@H]3C(=O)O)c1	-4	-1	-1	-5	2	6	-0.2	-9
COc1ccc(-n2c(O)c(C(C)=Nc3ccc4c(c3)CCC4)c(=O)[nH]c2=O)cc1	·	4	-2	·	0	3	0.0	-13
Cc1ncoc1C(=O)NCC1=C(c2cccc3ccccc23)C[C@@H]2CC[C@H]1N2Cc1ccco1	·	9	2	1	4	5	0.1	-9
NCC(CC(=O)O)C1CCCCC1 (configuration not stated)	-6	-2	4	-6	0	1	·	-15
CC(C)Oc1ccc(CC2(CCc3ccncc3)C(=O)NC(=O)NC2=O)cc1	0	-1	-4	-6	·	·	3.0	-11
COc1cccc(C(=O)C2CN(C)CC2c2ccc(Cl)cc2)c1 (configuration not stated)	-1	0	3	·	·	·	·	-2
COc1ccc(C(=O)C2CCCN(Cc3cnc(C)s3)C2)c(OC)c1 (configuration not stated)	·	2	-7	-27	-1	5	·	-2
CC(NCc1ccccc1Cl)C(O)c1ccccc1 (configuration not stated)	-8	2	8	1	15	2	·	-11
CCC(c1nnnn1C1CCCCC1)N1CCC2(CC1)C(=O)NCN2c1ccccc1 (configuration not stated)	·	-3	-5	-2	-6	4	-9.3	-14
CN[C@H](C)[C@H](O)c1ccccc1	0	·	·	2	-1	-1	·	·
C[C@]1(O)CCC2C3CC[C@H]4C[C@@H](OC(=O)CNC(=O)CN)CC[C@]4(C)C3CC[C@@]21C (some centres not stated)	-5	-1	11	-12	10	-4	1.5	-13
CCCCN1C(=O)/C(=C\c2ccco2)C(=O)N(CCc2ccccc2)C1=O	-1	·	·	-6	-8	-2	·	·
CCN(CC)C(=O)c1ccc(NC(=O)c2cccc(F)c2)cc1	-6	·	·	20	-14	0	-0.6	·
O=C(O)C1C2c3ccccc3C(c3ccccc32)C1C(=O)Nc1ccccc1 (configuration not stated)	-12	0	6	1	4	9	5.0	-2
CCC(=NCCc1ccccc1)c1c(O)[nH]c(=O)[nH]c1=O	-2	0	1	·	·	·	3.1	-7
